High-throughput results deposited in PubChem by several laboratories.
MEKK3 PB1 HTS – modulators (inhibitors or enhancers) of MEK5 binding to human MEKK3 PB1 domain | binding response (% of control), % at 10 µM | actives 1.4% (n = 290,000) | AID 1529 | bead-based flow cytometry, Alexa488-MEK5 binding to MEKK3; actives lie on both sides; 0 = blocked by unlabeled MEK5, 100 = vehicle;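 active means binding response more than 3 SD above or below the average of its plate-row segment, actives on both sides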;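 further: Alexa488 bead fluorescence after subtracting the streptavidin-only scavenger bead signal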
p-CIP stab down – lowers stability of the mouse p/CIP coactivator protein; Q05BA5; F442A p/CIP-EGFP cells, EGFP fluorescence, 16 h; decrease of EGFP signal, % at 10 µM; actives 0.01% (n = 290,000); AID 1984;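 active means EGFP signal decrease of at least 30% at 10 µM or well 3 SD below plate mean, unless failing retest; inactive means the rest, including hits failing retest or dose response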; further: some compounds called inactive have numbers as strong as hits; many of its hits are not listed in these tables
CRFR2-BP ag – CRF-BP/CRF-R2 complex agonism; HEK293 CRF-R2/CRF-BP, calcium dye fluorescence (FLIPR); percent of saturating CRF peptide response; activation, % at 13.2 µM; actives 0.46% (n = 350,000); AID 588473;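 active means activation of at least 50%, plus an integration ratio under a set limit after plate pattern correction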;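 further: plate controls were neutral control wells without compound for no effect and CRF at EC100 for full effect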
PHOSPHO1 block – blocks human PHOSPHO1 phosphatase activity | Q8TCT1 | recombinant PHOSPHO1, absorbance phosphatase assay | inhibition, % at 13.3 µM | actives 1.1% (n = 290,000); in the data active means inhibition above about 60%
Target sequence (Q8TCT1 whole entry, looked up): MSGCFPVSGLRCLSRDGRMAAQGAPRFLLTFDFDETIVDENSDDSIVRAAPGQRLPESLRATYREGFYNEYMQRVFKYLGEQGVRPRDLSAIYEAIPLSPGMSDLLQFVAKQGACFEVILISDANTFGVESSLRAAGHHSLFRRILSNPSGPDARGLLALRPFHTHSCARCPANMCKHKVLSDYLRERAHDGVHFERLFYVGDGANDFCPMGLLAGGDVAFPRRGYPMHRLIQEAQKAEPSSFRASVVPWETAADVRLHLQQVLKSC
IDE act – boosts human insulin-degrading enzyme activity in HEK cells; FAbeta-B cleavage, fluorescence polarization; 0% vehicle, 100% cell-free pure enzyme wells; activation, % at 5.96 µM; AID 493087; actives 0.073% (n = 340,000); P14735;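 active means activation above the mean of all tested compounds plus 3 SD, set per screening campaign, cut at about 17% in these data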
IDE cell inh – inhibits human insulin-degrading enzyme in HEK cells; actives 0.41% (n = 320,000); inhibition, % at 5.59 µM; P14735; FAbetaB cleavage, fluorescence polarization; AID 434962;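 active means percent inhibition above the average of all tested compounds plus 3 SD, set per screening campaign, cut at about 16% in these data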;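 further: IDE supplied by intact live HEK cells; FP after avidin binding of uncleaved biotin substrate so inhibition keeps polarization high; 0% = DMSO wells and 100% = 60 µM reference IDE inhibitor Ii1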
M4 PAM – positive allosteric modulators of human muscarinic M4 receptor; P08173; CHO-K1 hM4/Gqi5, Fluo-8 calcium fluorescence, ACh EC20; 0% = ACh EC20, 100% = maximal ACh; activation, % at 3 µM; actives 0.4% (n = 360,000); AID 624126;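 active means activation above its plate's cutoff, the mean activation of sample wells plus 3 SD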; further: some results filed as inactive read as strong as hits
Target sequence (P08173 whole entry, looked up): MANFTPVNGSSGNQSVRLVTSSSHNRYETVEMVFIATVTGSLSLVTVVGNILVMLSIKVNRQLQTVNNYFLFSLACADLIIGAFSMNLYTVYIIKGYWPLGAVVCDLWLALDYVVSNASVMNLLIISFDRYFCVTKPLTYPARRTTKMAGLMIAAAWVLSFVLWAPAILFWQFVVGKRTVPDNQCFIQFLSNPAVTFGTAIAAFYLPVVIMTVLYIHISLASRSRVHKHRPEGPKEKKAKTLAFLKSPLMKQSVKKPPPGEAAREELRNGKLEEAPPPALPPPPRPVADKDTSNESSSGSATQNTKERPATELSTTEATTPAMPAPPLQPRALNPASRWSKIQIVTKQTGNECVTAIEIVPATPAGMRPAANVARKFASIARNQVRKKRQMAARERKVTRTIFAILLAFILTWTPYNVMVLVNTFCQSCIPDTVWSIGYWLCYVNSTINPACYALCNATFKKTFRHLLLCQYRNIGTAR
GalR3 antag – blocks the human galanin receptor 3; actives 0.44% (n = 360,000); AID 651719; inhibition, % at 3 µM; HEK293 GalR3-CNG cAMP membrane potential fluorescence; galR3 body fused to GalR1 C-terminus;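 active means inhibition above the screen-wide average plus 3 SD, cut at about 13% in these data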;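 further: forskolin and galanin both at EC90 stimulate the cells; cAMP rise reported by CNG channel membrane potential dye signal; 0% = forskolin plus galanin with DMSO and 100% = forskolin alone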
Target sequence (O60755 1-299 limits assumed): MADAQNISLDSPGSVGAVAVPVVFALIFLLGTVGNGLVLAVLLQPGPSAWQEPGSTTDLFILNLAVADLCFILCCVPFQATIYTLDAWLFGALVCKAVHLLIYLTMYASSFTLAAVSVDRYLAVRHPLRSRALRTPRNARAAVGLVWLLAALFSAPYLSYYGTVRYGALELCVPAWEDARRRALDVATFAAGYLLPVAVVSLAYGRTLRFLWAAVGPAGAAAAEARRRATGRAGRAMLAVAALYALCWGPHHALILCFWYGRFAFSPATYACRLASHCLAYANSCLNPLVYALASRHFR
CRFR2-BP antag – antagonists of CRF-binding protein/CRF-R2 receptor complex; HEK293 CRF-R2/CRF-BP, CRF-induced calcium fluorescence; inhibition, % at 11.8 µM; actives 0.59% (n = 350,000); AID 588475;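 active means inhibition of the ligand-induced calcium signal above about 50% at the single tested concentration, limit read from the data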
Starred values were filed as active, the others as inactive; . = not tested or not shown; [ ] = dose if it differs, or a comment.

SMILES	MEKK3 PB1 HTS	p-CIP stab down	CRFR2-BP ag	PHOSPHO1 block	IDE act	IDE cell inh	M4 PAM	GalR3 antag	CRFR2-BP antag
CCc1nc(SCC(=O)Nc2ccccc2Cl)n[nH]1	99	-25	-0.6	19	5	-4	6	-3	2
Oc1c(N=NC(=S)Nc2ccccc2F)c2ccccc2n1Cc1cccc(Cl)c1	98	-9	-0.3	-13	-1	1	-2	-3	6
COc1ccc([N+](=O)[O-])cc1C1NN=C(c2cccc3ccccc23)S1 (stereo unspecified)	98	-5	1.4	-34	2	2	0	-4	13
CC1(C(=O)CSc2nc3ccccc3[nH]2)CCC(=O)O1 (stereo unspecified)	102	3	-1.2	2	2	2	5	0	7
Nc1nc(SCC(=O)NC2CCCC2)[nH]c(=O)c1NC(=O)c1cccs1	110	-6	0.9	28	8	4	0	-7	-3
COc1ccc(NC(=O)CO/N=C2/CCCc3nonc32)c(OC)c1	102	-5	-2.3	-120	2	-4	-9	-5	5
O=C(O)c1csc(-c2ccccc2)n1	94	-9	1.3	43	3	5	-2	-5	-7
CC1(C(=O)N2CCC(CC3CC(c4cccc(Br)c4)=NO3)(C(=O)NCC3CCCCC3)CC2)CC1 (stereo unspecified)	93	-16	-1.4	-7	-1	3	-3	-5	-21
O=C(O)c1ccc(NC(CSCc2ccc(F)cc2)C(=O)O)c([N+](=O)[O-])c1 (stereo unspecified)	100	-1	4.7	8	4	-7	9	-4	-4
COc1ccc(COC(=O)CCS(=O)(=O)c2ccc(C)cc2)cc1	.	.	-0.3	.	0	12	6	-2	23
Cc1ccc(-c2csc3nnc(SCC(=O)NCc4ccc5c(c4)OCO5)n23)cc1	104	-2	-0.5	-17	-2	5	4	4	18
COCC1CCCN(Cc2cn(-c3ccccc3F)nc2-c2cc(C)sc2C)C1 (stereo unspecified)	109	-3	-2.0	48	0	-2	-2	3	-6
Nc1nc(N2CCCCC2)c2ncn(C3OC(CO)C(O)C3O)c2n1 (stereo unspecified)	.	.	1.8	.	.	.	8	-2	-7
Brc1ccc(-c2nc3ncccn3c2NC2CCCCC2)o1	129*	-3	2.7	15	-1	3	-6	-7	3
CS(=O)(=O)c1ccc(C(=O)N2CCN(Cc3ccccc3)CC2)cc1	99	-7	0.9	17	-1	4	2	-5	2
Cc1ccc(CNS(=O)(=O)c2cc(F)ccc2CN2C(=O)c3cccnc3C2=O)o1	101	-7	-0.9	51	-1	6	-3	-2	-1
COC(=O)COc1ccc(S(=O)(=O)N2CCN(c3ccccc3)CC2)cc1	127	-2	-1.7	1	4	0	4	-7	25
Cc1cc(NC(=O)c2ccc(Cl)cc2Cl)n(CCC#N)n1	106	4	-0.8	-10	-1	4	3	-3	-13
CCOC(=O)c1[nH]c2ccccc2c1N=C(C)N(CC)CC	.	3	-0.6	-19	-1	2	-3	-6	-6
CCOc1ccc(OCCOCCN2CCOCC2)cc1	100	-6	-0.2	36	0	0	6	-4	19
CCc1ccc(NC(=O)CSc2nncn2-c2cccnc2)cc1	97	-6	0.2	24	4	-1	9	-7	-28
Cc1ccc(S(=O)(=O)N(C)Cc2ccc(C(=O)NN=C(CC(C)C)CC(C)C)cc2)cc1	96	-22	1.7	-2	-2	-4	-1	-4	12
CCCOc1cccc(C(=O)NCCNC(=O)c2ccccn2)c1	100	-2	-1.4	32	0	2	-5	-7	-1
CCOC(CC(=O)NNC(=O)c1c(-c2ccccc2Cl)noc1C)OCC	101	-15	1.7	40	3	-2	-19	-6	1
COc1ccccc1CC(=O)NC1CC(C)(C)NC(C)(C)C1	.	-15	-1.9	6	2	0	-4	-2	-5
CCc1nnc(NC(=O)C2CCCN(c3nc(C)cc(C)n3)C2)s1 (stereo unspecified)	106	-2	-2.5	4	-2	-4	-2	-4	-72
CCOC(=O)c1c(NC(=O)CSc2nnc(C)c(=O)[nH]2)sc2c1CCCC2	100	-1	1.2	-1	-4	5	3	-5	-3
O=C(c1ccncc1)N1CCN(C(=O)c2cccs2)CC1	102	-7	-0.7	-2	-1	-5	-1	-5	3
CCC(C)(C)C1CCc2[nH]nc(C(=O)O)c2C1 (stereo unspecified)	.	.	-0.8	.	0	5	12	1	-3
O=C(O)[C@H]1CCCC[C@H]1C(=O)NCCNC(=O)[C@@H]1CCCC[C@@H]1C(=O)O	103	-13	7.5	3	7	-3	6	-5	-2
Cc1ccc(NC(=O)C(=O)NCCN2CCN(C(=S)Nc3ccccc3)CC2)cc1	119	-11	-1.5	2	4	4	-1	-3	18
Cc1nonc1C(=O)N/N=C/c1ccncc1	105	-1	-2.6	15	1	-1	-8	-5	-8
CN1C(=O)[C@H]2[C@@H](/C=C/c3ccccc3)N3C(=O)CN(Cc4ccccc4)C(=O)[C@@]3(C)[C@H]2C1=O	99	-8	2.3	10	6	-4	5	-4	5
C#CCOc1ccc(/C=C2/C(=O)N(c3cccc(C(=O)O)c3)N=C2C)cc1OC	101	17	-1.8	34	3	5	-4	-11	-9
CC(C)c1nnc(NC(=O)CCC(=O)N2CCN(c3ccc(F)cc3)CC2)s1	103	0	0.6	59	2	0	5	-5	-4
CC1(C)CC(=O)C=C(Nc2ccc(O)c(C(=O)O)c2)C1	104	-12	-1.8	19	5	-4	1	-3	3
Cc1nc(SCC(=O)N2CCc3ccccc3C2)c2c(C)c(C)sc2n1	102	5	-1.1	10	-2	-5	3	1	3
CCCCc1ccc(NC(=O)Nc2cc(C)nn2C)cc1	105	4	-1.5	.	3	-2	-7	.	-3
COc1ccc(C(=O)C2CCCN(C(=O)c3cc(C)on3)C2)cc1F (stereo unspecified)	98	-13	-2.1	26	7	4	-4	4	6
COc1cc(C(=O)Nc2ccc(NC(C)=O)cc2)ccc1OCc1ccccc1	97	-10	8.2	8	2	7	1	-1	-1
O=[N+]([O-])c1ccccc1OCCNCc1ccccc1	95	-8	-2.0	8	-1	-2	-3	-4	-1
CCn1cc(C(=O)NCCCOC)c(=O)c2cc(S(=O)(=O)N3CCC(C)CC3)ccc21	92	-8	0.3	22	1	-3	-3	-3	1
NC(c1ccccc1)c1cccnc1 (stereo unspecified)	99	-14	1.1	.	1	0	0	-9	-15
CC[C@@H]1C/C=C\Cc2ccccc2[C@@H](C(=O)C[C@H](O)CC(C)=O)OC1=O	.	.	32	.	1	5	-7	-7	3
CCOC(=O)c1ccc(-n2c(-c3ccco3)nc3ccccc3c2=O)cc1	102	-16	-0.5	22	4	4	7	-6	-1

Twelve entries from above, bar-delimited:
canonical_smiles | MEKK3 PB1 HTS | p-CIP stab down | CRFR2-BP ag | PHOSPHO1 block | IDE act | IDE cell inh | M4 PAM | GalR3 antag | CRFR2-BP antag
C#CCOc1ccc(/C=C2/C(=O)N(c3cccc(C(=O)O)c3)N=C2C)cc1OC | 101 | 17 | -1.8 | 34 | 3 | 5 | -4 | -11 | -9
CC(C)c1nnc(NC(=O)CCC(=O)N2CCN(c3ccc(F)cc3)CC2)s1 | 103 | 0 | 0.6 | 59 | 2 | 0 | 5 | -5 | -4
CC1(C)CC(=O)C=C(Nc2ccc(O)c(C(=O)O)c2)C1 | 104 | -12 | -1.8 | 19 | 5 | -4 | 1 | -3 | 3
Cc1nc(SCC(=O)N2CCc3ccccc3C2)c2c(C)c(C)sc2n1 | 102 | 5 | -1.1 | 10 | -2 | -5 | 3 | 1 | 3
CCCCc1ccc(NC(=O)Nc2cc(C)nn2C)cc1 | 105 | 4 | -1.5 | . | 3 | -2 | -7 | . | -3
COc1ccc(C(=O)C2CCCN(C(=O)c3cc(C)on3)C2)cc1F (stereo unspecified) | 98 | -13 | -2.1 | 26 | 7 | 4 | -4 | 4 | 6
COc1cc(C(=O)Nc2ccc(NC(C)=O)cc2)ccc1OCc1ccccc1 | 97 | -10 | 8.2 | 8 | 2 | 7 | 1 | -1 | -1
O=[N+]([O-])c1ccccc1OCCNCc1ccccc1 | 95 | -8 | -2.0 | 8 | -1 | -2 | -3 | -4 | -1
CCn1cc(C(=O)NCCCOC)c(=O)c2cc(S(=O)(=O)N3CCC(C)CC3)ccc21 | 92 | -8 | 0.3 | 22 | 1 | -3 | -3 | -3 | 1
NC(c1ccccc1)c1cccnc1 (stereo unspecified) | 99 | -14 | 1.1 | . | 1 | 0 | 0 | -9 | -15
CC[C@@H]1C/C=C\Cc2ccccc2[C@@H](C(=O)C[C@H](O)CC(C)=O)OC1=O | . | . | 32 | . | 1 | 5 | -7 | -7 | 3
CCOC(=O)c1ccc(-n2c(-c3ccco3)nc3ccccc3c2=O)cc1 | 102 | -16 | -0.5 | 22 | 4 | 4 | 7 | -6 | -1

Next section
SMILES	MEKK3 PB1 HTS	p-CIP stab down	CRFR2-BP ag	PHOSPHO1 block	IDE act	IDE cell inh	M4 PAM	GalR3 antag	CRFR2-BP antag
Cc1ccc(S(=O)(=O)CCc2nnc(NC(=O)c3cnccn3)s2)cc1	109	-4	2.7	41	4	-3	-1	0	-13
CC1CCCN(S(=O)(=O)c2ccc3c(c2)c(=O)nc2ccc(Cl)cn23)C1 (stereo unspecified)	102	-10	1.7	20	0	1	-2	0	1
CCN(c1ccc(NC(=O)COC(=O)c2ccc(S(=O)(=O)N3CCCC3)cc2)cc1)C(C)C	90	-1	0.0	104*	2	8	-6	-4	-1
Cc1cccc(NC(=O)c2cnn(C)c2)c1C	106	-12	0.3	10	3	-2	8	-2	5
CC(C)CC(NS(=O)(=O)c1ccc2c(c1)oc(=O)n2C)C(=O)NCc1cccnc1 (stereo unspecified)	102	1	-0.2	-9	4	7	1	2	-2
CCOc1ccc(CCNC(=O)C2CCN(S(=O)(=O)N3CCOCC3)CC2)cc1OCC	105	6	-0.6	28	3	2	-2	-3	-10
Nc1ccc2c(c1)nnn2-c1ccccc1	82	2	0.6	7	5	5	-6	-5	5
Cc1ccc(N2CC(C(=O)NCCc3ccc(S(N)(=O)=O)cc3)CC2=O)cc1 (stereo unspecified)	77*[inhibitor]	-12	0.1	14	6	-2	-2	2	-22
COc1ccc(S(=O)(=O)N2CC3CCCN3c3ccc(C(F)(F)F)cc32)cc1 (stereo unspecified)	102	-8	-0.5	28	8	-1	-15	-5	-9
Cc1ccccc1C(=O)N1CCC(C(=O)Nc2ccc(F)cc2)CC1	104	-16	-0.4	4	1	8	6	0	-16
COc1cc(C(=O)NCCC(c2ccccc2)c2ccccc2)cc(OC)c1OC	107	-5	-0.3	35	0	3	2	-7	12
Cc1ccc(CNc2oc(-c3ccco3)nc2C#N)cc1	.	8	-1.2	18	3	2	-4	-14	16
CCCn1c(=N)n(CC(=O)c2ccco2)c2ccccc21	100	-13	-1.4	1	-1	-4	4	-5	6
CCOC(=O)C1CCCN(Cc2cn(C)nc2-c2ccc3c(c2)OCCO3)C1 (stereo unspecified)	116	-12	-1.1	47	2	-2	-2	2	-3
O=C(O)c1ccc(/C=N/Nc2nnnn2-c2ccccc2)cc1	101	4	2.7	6	-2	3	9	3	-13
